Bioassay records from PubChem.
S1P4 agonist: activates the human S1P4 receptor; AID 1509; 220,000 compounds, 0.35% hits; O95977; activation, % at 4.98 µM; S1P4-expressing cell line, agonist reporter assay; in the data active means activation above about 11%;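 further: 0% = DMSO vehicle and 100% = reference agonist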
BaF3 tox: parental Ba/F3 viability inhibition as JAK2V617F counter-screen | CellTiter-Glo ATP luminescence | 220,000 compounds, 1.1% hits | inhibition, % at 5.6 µM;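 active means inhibition above a per-campaign cutoff, the mean inhibition of all tested compounds plus 3 SD, cut at about 27% in these data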;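 further: 0% = DMSO wells and 100% = JAK Inhibitor I control wells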
Mdm2 ligase inh: Mdm2 E3 ligase (human) inhibition; Q00987; cell-based MDM2 ubiquitination luciferase reporter, 2 h; 0 = plate control, 100 = twice control, blank-subtracted; signal enhancement, % at 5 µM; 210,000 compounds, 0.11% hits;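 active means signal enhancement of 30% or more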;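 further: luminescence tracks abundance of the self-degrading MDM2-luciferase fusion protein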
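Buffer or medium: Cells held in DMEM | Assay system: Stable mammalian line carrying autodegrading MDM2–luciferase fusion reporter | Quantity: 2000 cells/well | Times: 4 h settle plus 2 h compound, 37 °C | Doses: One concentration, 5 µM, with 0.2% DMSO | Technique: Luminescence with SteadyLite reagent, 15 min at room temperature | Benchmarks: Plate controls and plate blanks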
NPY-Y2 PAM-ag: potentiators or agonists of human neuropeptide Y receptor Y2; AID 1359; P49146; activation, % at 3.6 µM; 220,000 compounds, 0.45% hits; cells expressing NPY-Y2, potentiator/agonist read-out; in the data active means activation above about 27%;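 further: cells stimulated with NPY near EC25 plus isoproterenol at EC100; 0% = vehicle plus submaximal agonist and 100% = vehicle plus saturating agonist; some results beyond the cut were filed as inactive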
S1P4 antag: blocks the human S1P4 receptor; O95977; S1P4-expressing cells, antagonist mode, reporter read-out; inhibition, % at 4.98 µM; 220,000 compounds, 0.26% hits; AID 1510; in the data active means inhibition above about 29%;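 further: 0% = wells stimulated with agonist and 100% = vehicle wells without agonist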
Wee1 stabilizer: blocks degradation of human Wee1 kinase. P30291. HeLa Luc-Wee1K328M stability, luciferase luminescence; 100% = proteasome inhibitor MG132 effect. reporter increase, % at 5 µM. 220,000 compounds, 1.2% hits. AID 1321;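 active means activation above the mean of all tested compounds plus 3 SD, set per screening run, cut at about 8.8% in these data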;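 further: cells exposed to compound for 20 h before luminescence read; 0% = DMSO alone and 100% = MG132 at 30 µM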
eIF4E-4G inh: blocks eIF4E binding to eIF4G | TR-FRET eIF4E-eIF4GI(517-606) binding, 2 h | inhibition, % at 21.7 µM | 220,000 compounds, 0.37% hits | P63073+Q04637;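 active means inhibition above about 30%, limit read from the data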;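 further: 0% = full FRET control wells and 100% = background wells lacking eIF4GI fragment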
Target sequence (P63073 whole entry, looked up, the tested form may be a part): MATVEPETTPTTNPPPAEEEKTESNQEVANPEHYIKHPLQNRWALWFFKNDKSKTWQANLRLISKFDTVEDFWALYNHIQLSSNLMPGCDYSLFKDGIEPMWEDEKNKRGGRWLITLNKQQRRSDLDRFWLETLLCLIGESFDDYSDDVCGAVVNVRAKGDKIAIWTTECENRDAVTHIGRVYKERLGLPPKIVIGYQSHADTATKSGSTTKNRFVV
Target sequence (Q04637 whole entry, looked up, the tested form may be a part): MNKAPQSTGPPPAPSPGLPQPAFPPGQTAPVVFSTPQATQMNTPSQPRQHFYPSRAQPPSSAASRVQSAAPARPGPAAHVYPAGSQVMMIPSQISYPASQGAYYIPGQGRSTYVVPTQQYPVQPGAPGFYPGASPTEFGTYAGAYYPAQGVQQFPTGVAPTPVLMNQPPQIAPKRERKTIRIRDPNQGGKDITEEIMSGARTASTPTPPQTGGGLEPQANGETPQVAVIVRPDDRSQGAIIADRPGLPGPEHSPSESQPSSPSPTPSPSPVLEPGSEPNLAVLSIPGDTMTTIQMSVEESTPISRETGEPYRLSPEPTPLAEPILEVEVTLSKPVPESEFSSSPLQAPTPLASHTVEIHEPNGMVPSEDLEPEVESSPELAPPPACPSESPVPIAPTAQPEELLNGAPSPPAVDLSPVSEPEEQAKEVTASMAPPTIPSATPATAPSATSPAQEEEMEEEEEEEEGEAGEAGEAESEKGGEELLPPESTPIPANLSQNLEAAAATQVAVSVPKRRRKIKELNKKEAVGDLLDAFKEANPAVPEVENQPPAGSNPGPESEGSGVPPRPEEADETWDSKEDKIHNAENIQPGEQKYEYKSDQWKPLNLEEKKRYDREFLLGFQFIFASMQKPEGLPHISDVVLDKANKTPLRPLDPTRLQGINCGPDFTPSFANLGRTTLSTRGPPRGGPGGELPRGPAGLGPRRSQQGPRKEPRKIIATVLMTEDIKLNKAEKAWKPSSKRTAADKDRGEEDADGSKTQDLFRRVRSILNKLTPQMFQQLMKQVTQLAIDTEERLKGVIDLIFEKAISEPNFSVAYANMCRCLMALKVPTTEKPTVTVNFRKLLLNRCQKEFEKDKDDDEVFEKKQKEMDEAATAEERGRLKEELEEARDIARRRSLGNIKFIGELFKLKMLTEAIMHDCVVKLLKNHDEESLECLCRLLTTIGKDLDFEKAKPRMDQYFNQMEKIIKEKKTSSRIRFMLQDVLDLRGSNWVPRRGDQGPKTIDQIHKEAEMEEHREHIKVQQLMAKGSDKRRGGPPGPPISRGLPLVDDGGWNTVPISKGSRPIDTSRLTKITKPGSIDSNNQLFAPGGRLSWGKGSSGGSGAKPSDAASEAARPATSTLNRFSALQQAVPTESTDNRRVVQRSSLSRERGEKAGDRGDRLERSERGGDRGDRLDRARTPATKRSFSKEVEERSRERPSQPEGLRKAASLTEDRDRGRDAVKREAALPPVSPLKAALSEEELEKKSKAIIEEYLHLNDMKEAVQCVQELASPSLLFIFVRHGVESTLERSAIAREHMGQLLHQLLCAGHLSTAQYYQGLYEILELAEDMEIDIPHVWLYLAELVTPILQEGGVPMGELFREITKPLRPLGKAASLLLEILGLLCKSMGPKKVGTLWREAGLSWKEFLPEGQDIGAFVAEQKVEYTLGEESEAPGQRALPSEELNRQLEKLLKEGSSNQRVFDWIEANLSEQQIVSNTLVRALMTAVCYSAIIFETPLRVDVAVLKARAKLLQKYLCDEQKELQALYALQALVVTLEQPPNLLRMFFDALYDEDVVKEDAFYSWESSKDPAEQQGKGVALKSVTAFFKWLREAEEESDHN
PERK inhibitor: inhibitors of human PERK kinase. Q9NZJ5. CHO PERK-DD fusion, SEAP luminescence translation reporter. inhibition, % at 5.6 µM. 220,000 compounds, 0.17% hits. AID 1416;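 active means inhibition above the mean inhibition of all tested compounds plus 3 SD, set separately per screening campaign, cut at about 2.9% in these data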;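 further: PERK kinase domain activated by AP20187 dimerizer at 100 nM; 0% = DMSO with dimerizer and 100% = rapamycin at 8.4 µM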
Ba/F3 V617F tox: lowers viability of Ba/F3 cells expressing EpoR and JAK2V617F; inhibition, % at 5.6 µM; ATP luminescence; 220,000 compounds, 1.1% hits;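 active means inhibition above the campaign mean plus 3 SD over all tested compounds, cut at about 24% in these data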;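 further: cytokine-independent growth of Ba/F3 cells driven by EpoR plus mutant JAK2; 0% = DMSO-treated cells and 100% = JAK inhibitor I control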
* = called active by the depositor; . = not tested or not shown; [ ] = another dose, or the depositor's remark.

The opening three entries, to show the layout:
nr	Molecule	Mdm2 ligase inh	eIF4E-4G inh	S1P4 antag	BaF3 tox	Ba/F3 V617F tox	NPY-Y2 PAM-ag	S1P4 agonist	PERK inhibitor	Wee1 stabilizer
1	CCOc1cccc2c1OC1(C)CC2NC(=O)N1c1cccc(Cl)c1 (centres undefined)	-12	1	-12	1	0	18	1.7	0.0	-2
2	CC1(C)CC(=O)C2=C(C1)N(c1ccc(F)cc1)C(=O)C2(O)C(F)(F)F (centres undefined)	1	1	-12	3	-4	2	0.2	0.5	-3
3	CCOc1ncccc1C(=O)Nc1nc(SC)ns1	-5	5	-5	-1	-3	-15	1.7	-0.1	0

The listing, from the first entry:
nr	Molecule	Mdm2 ligase inh	eIF4E-4G inh	S1P4 antag	BaF3 tox	Ba/F3 V617F tox	NPY-Y2 PAM-ag	S1P4 agonist	PERK inhibitor	Wee1 stabilizer
1	CCOc1cccc2c1OC1(C)CC2NC(=O)N1c1cccc(Cl)c1 (centres undefined)	-12	1	-12	1	0	18	1.7	0.0	-2
2	CC1(C)CC(=O)C2=C(C1)N(c1ccc(F)cc1)C(=O)C2(O)C(F)(F)F (centres undefined)	1	1	-12	3	-4	2	0.2	0.5	-3
3	CCOc1ncccc1C(=O)Nc1nc(SC)ns1	-5	5	-5	-1	-3	-15	1.7	-0.1	0
4	O=C(CN1CCN(Cc2ccccc2)CC1)NC(=O)NC1CCCCC1	-5	2	-12	3	-1	-10	0.2	-1.0	-1
5	Cc1cccc(-c2nc3c(c(=O)c4ccccc4n3C)c(=O)n2-c2ccccc2)c1	.	-1	3	2	1	-23	0.5	0.2	-3
6	COC(=O)N/N=C/c1ccc([N+](=O)[O-])o1	.	1	-12	3	-1	-1	1.7	1.0	-3
7	Cc1cc2nc(-c3ccco3)cc(C(F)(F)F)n2n1	-7	4	-26	1	-4	-5	1.8	0.4	5
8	CCn1c(CCCc2ccc(OC)c(C)c2)n[nH]c1=S	-8	2	-14	4	0	-20	-0.2	1.6	-3
9	COC(=O)/C=C1\N/C(=N\c2nc(C)cc(C)n2)N(c2ccc(C)cc2)C1=O	1	3[fluorescence artefact?]	-1	6	-1	0	-0.5	1.0	-1
10	CSc1nc(SCC(=O)NCC2CCCO2)c2c3c(sc2n1)CN(C)CC3 (centres undefined)	-7	-2	-5	-3	-3	-19	-1.5	-1.1	1

In another format: entries from further up
4. O=C(CN1CCN(Cc2ccccc2)CC1)NC(=O)NC1CCCCC1
- Mdm2 ligase inh = -5
- eIF4E-4G inh = 2
- S1P4 antag = -12
- BaF3 tox = 3
- Ba/F3 V617F tox = -1
- NPY-Y2 PAM-ag = -10
- S1P4 agonist = 0.2
- PERK inhibitor = -1.0
- Wee1 stabilizer = -1

5. Cc1cccc(-c2nc3c(c(=O)c4ccccc4n3C)c(=O)n2-c2ccccc2)c1
- Mdm2 ligase inh = .
- eIF4E-4G inh = -1
- S1P4 antag = 3
- BaF3 tox = 2
- Ba/F3 V617F tox = 1
- NPY-Y2 PAM-ag = -23
- S1P4 agonist = 0.5
- PERK inhibitor = 0.2
- Wee1 stabilizer = -3

3. CCOc1ncccc1C(=O)Nc1nc(SC)ns1
- Mdm2 ligase inh = -5
- eIF4E-4G inh = 5
- S1P4 antag = -5
- BaF3 tox = -1
- Ba/F3 V617F tox = -3
- NPY-Y2 PAM-ag = -15
- S1P4 agonist = 1.7
- PERK inhibitor = -0.1
- Wee1 stabilizer = 0

Other entries follow:
nr	Molecule	Mdm2 ligase inh	eIF4E-4G inh	S1P4 antag	BaF3 tox	Ba/F3 V617F tox	NPY-Y2 PAM-ag	S1P4 agonist	PERK inhibitor	Wee1 stabilizer
11	O=C(O)CCc1ccc(-c2ccc(Cl)cc2)n1Cc1ccco1	-31	3	-4	4	-2	2	2.1	0.1	6
12	CCCCCCNC(=O)Cc1c(O)c2ccccc2[nH]c1=O	-7	5[fluorescence artefact?]	-9	8	2	2	1.0	0.8	-2
13	Cc1cc(NS(=O)(=O)c2ccc(NC(=O)c3cc4ccccc4o3)cc2)nc(C)n1	-7	9[fluorescence artefact?]	-9	3	-3	0	-1.4	0.8	-3
14	CN1CCN(Cc2nc(Cc3ccccc3)no2)CC1c1ccccc1 (centres undefined)	-12	2	-9	5	0	-6	2.1	1.3	-2
15	Cc1cccc(C)c1NC(=S)N1CCCN(Cc2ccc(F)cc2)C1	5	-1	-12	1	-1	2	0.7	-0.2	-3
16	Cc1cc(Oc2ccc(-c3ccccc3)cc2)n2ncnc2n1	11	-2	-1	8	1	-5	-0.6	0.9	4
17	CCNc1nc(NC(C)C)nc(OCCNS(=O)(=O)c2cc(C)ccc2C)n1	-7	-5	-9	6	-2	-9	-1.0	-0.7	1
18	COc1ccc([N+](=O)[O-])cc1N(CC(=O)NC1CCCC1)S(C)(=O)=O	-8	10	-21	-2	-2	14	1.6	-0.1	-3
19	O=C(NCCO)c1c(O)c2cccc3c2n(c1=O)CC3	6	-3	-4	2	4	4	0.0	-1.0	-2
20	COc1ccc(C(=O)c2cc([N+](=O)[O-])ccc2N2CCCC2)cc1	-5	9[fluorescence artefact?]	-6	13	5	1	2.0	-1.0	2

Next section:
nr	Molecule	Mdm2 ligase inh	eIF4E-4G inh	S1P4 antag	BaF3 tox	Ba/F3 V617F tox	NPY-Y2 PAM-ag	S1P4 agonist	PERK inhibitor	Wee1 stabilizer
21	O=C1CN(CC(=O)NC(=O)NCc2ccccc2)CCN1	-3	22	-31	3	0	13	1.6	0.8	0
22	COc1ccccc1N(CC(O)Cn1ccnc1C)S(=O)(=O)c1ccc(C)cc1 (centres undefined)	3	1	4	1	-4	-6	-1.6	-0.1	-3
23	O=C(Cn1c(COc2ccccc2)nc2ccccc21)Nc1cc(Cl)ccc1Cl	-4	-3	-8	3	-1	15	-0.5	0.7	1
24	CC(=O)Nc1ccc(OCC(O)Cn2ccnc2C)cc1 (centres undefined)	-46	2	6	7	4	-13	-0.6	0.5	3
25	O=C(CN1CCN(c2ccccc2)CC1)N1CCN(c2ccccc2)CC1	-25	1	23	4	0	2	1.4	-0.6	-1
26	O=c1c2ccccc2nnn1Cc1ccccc1Cl	-13	3	-7	3	1	1	2.5	0.1	2
27	O=C(Nc1ccc(Cl)c(S(=O)(=O)N2CCOCC2)c1)c1ccccn1	-4	1	-34	1	3	-2	1.0	-0.6	2
28	CCOc1ccc(/C=C2\NC(=S)NC2=O)cc1	-13	-3	-9	2	3	3	-1.0	1.4	-1
29	Brc1ccc(-c2nnc(-c3cccc(Br)c3)o2)cc1	-2	2	-13	4	0	-23	0.4	1.2	10*
30	COc1ccccc1N1CC(C(=O)Nc2nnc(SCc3ccccn3)s2)CC1=O (centres undefined)	-1	7	-15	5	-1	-11	1.1	1.2	1

Later entries.
nr	Molecule	Mdm2 ligase inh	eIF4E-4G inh	S1P4 antag	BaF3 tox	Ba/F3 V617F tox	NPY-Y2 PAM-ag	S1P4 agonist	PERK inhibitor	Wee1 stabilizer
31	CCOc1ccc(-n2c(SCC(=O)Nc3ccc(CC)cc3)nc3n[nH]c(C)c3c2=N)cc1	-4	7	-4	2	-1	10	1.0	-0.5	4
32	NNC(=O)CCc1c[nH]c2ccccc12	.	4	-14	1	-3	-17	1.2	0.6	-1
33	COc1ccc(C(C)=O)cc1COC(=O)c1cnc(Cl)c(Cl)c1	-3	0	9	7	2	-25	-1.5	-0.2	2
34	Cc1ccc(NC(=O)CCNC(=O)c2ccc(Cl)cc2)cc1F	-6	-3	3	2	-3	-6	2.8	0.0	-3
35	CC(=O)Nc1nc2ccccc2[nH]1	-5	3	-19	10	6	-8	3.2	1.2	-1
36	COc1ccccc1Cc1nc(-c2ccncc2)no1	-12	3	-29	-1	-1	10	-0.8	-0.5	-1
37	Cc1cccc2cc(CN(C(=S)NCC(C)C)C3CCCC3)c(=O)[nH]c12	-14	1	-13	2	-1	-11	-0.1	-1.0	-1
38	O=C(CCN1CCN(CCO)CC1)Nc1ccc(C2CCCC2)cc1	13	1	6	5	1	1	-0.1	0.7	3
39	COc1cc(NC(=S)NC(=O)c2ccccc2F)ccc1NC(=O)c1ccco1	0	8[fluorescence artefact?]	-3	1	-3	-9	-0.3	-0.7	-4
40	Cc1ccc2nsnc2c1NC(=O)CCc1ccccc1	-7	-1	-14	0	1	0	1.3	0.0	3

Remaining list, next part.
nr	Molecule	Mdm2 ligase inh	eIF4E-4G inh	S1P4 antag	BaF3 tox	Ba/F3 V617F tox	NPY-Y2 PAM-ag	S1P4 agonist	PERK inhibitor	Wee1 stabilizer
41	COc1ccc(/C=N/NC(=O)CN2CCN(Cc3ccccc3)CC2)cc1Br	-4	4	-3	3	4	-28	1.1	-0.2	-2
42	Nc1cnn(Cc2ccccc2F)c1	0	3	3	7	2	1	1.9	0.7	-2
43	C=CCNC(=O)CC1C(=O)NCCN1Cc1ccc(-c2ccccc2)cc1 (centres undefined)	-11	-1	-1	2	-1	-6	1.3	-0.9	11*
44	Cc1ccc(C)c(N(CC(=O)NCc2ccco2)C(=O)CCC(=O)Nc2ccccn2)c1	0	1	7	-2	0	-8	0.9	-1.0	-2
45	CCN(CC)C(=O)CSC(Nc1cccc(F)c1)=C(C#N)C#N	12	-1	7	0	-1	-3	0.2	1.0	-3
46	Cc1ccc(S(=O)(=O)CCC(=O)OCc2ccccc2F)cc1	-11	-2	-1	8	-1	-15	-0.1	0.4	-2
47	O=C(O)c1ccccc1N(Cc1ccccc1)C(=O)CO/N=C/c1ccccc1	5	8	-17	4	-2	-24	0.6	-0.3	-4
48	O=C(O)c1ccc(O)c(N2C(=O)Nc3ccccc3N2O)c1	12	2	-12	6	0	3	0.1	0.8	4
49	O=C(CSc1nnc(C2COc3ccccc3O2)o1)N1CCN(c2ccccc2)CC1 (centres undefined)	-9	2	-22	9	2	-1	5.5	1.4	-1
50	O=C(NCc1ccccc1)c1ccc(OC2CSC2)cc1	-11	-7[fluorescence artefact?]	-28	5	1	-8	2.9	-0.5	-1

Additional compounds:
nr	Molecule	Mdm2 ligase inh	eIF4E-4G inh	S1P4 antag	BaF3 tox	Ba/F3 V617F tox	NPY-Y2 PAM-ag	S1P4 agonist	PERK inhibitor	Wee1 stabilizer
51	Cc1ccc2[nH]c(=O)c(C(c3nnnn3Cc3ccccc3)N3CCc4ccccc43)cc2c1 (centres undefined)	-20	-25	-11	3	-3	1	-3.6	-0.4	-1
52	S=c1[nH]nc(-c2ccc3ccccc3n2)n1Cc1ccccc1	-2	-2[fluorescence artefact?]	-14	8	-3	1	0.9	1.1	0
53	O=C(N/N=C/c1cn(Cc2ccccc2)c2ccccc12)c1ccncc1	-6	-2	-5	12	0	4	-0.8	0.8	5
54	CCOc1nc(Oc2cccc(C(=O)O)c2)nc(Oc2cccc(C(=O)O)c2)n1	-9	2	-13	6	-2	10	0.6	1.1	-2
55	Cc1ccc(S(=O)(=O)N(CC(=O)N2CCC(C)CC2)c2cccc(C)c2)cc1	0	3	-3	6	-4	2	2.3	-1.9	-1
56	CCOc1ccc(C(=O)N/N=C/c2cc(Cl)ccc2[N+](=O)[O-])cc1	7	4	-10	6	-5	10	-0.5	0.9	-1
